INS promoter inh: TRM-6 insulin promoter activity inhibition; inhibition, % at 2 µM; TRM-6 cells (human fetal islet line), insulin promoter-eGFP reporter, imaging; reporter expression induced with tamoxifen; AID 1273; hit rate 0.9% among 130,000;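 active = inhibition above the mean plus 3 SD, with well images judged a real hit on visual review, cut at about 60% in these data, passing the limit was not always enough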
sdo1 growth: compounds rescuing growth of sdo1-depleted yeast, bone marrow failure model. S. cerevisiae sdo1-depleted JHY4D growth rescue, OD600 30 h; active compounds read high; pdr5 snq2 efflux-pump mutant strain. z-score at 10 µM. hit rate 0.21% among 140,000. AID 817;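 active = z-score above 3 at both the 24 hr and the 30 hr optical density reads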;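 also: z-score against mean and SD of all compound wells on the same plate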
sdo1 growth Rescue 24 h: further read-out of sdo1 growth, marked with its call; z-score; S. cerevisiae sdo1-depleted JHY4D growth rescue, OD600; measured here: growth rescue at 24 h;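 0 is the plate mean of compound wells and units are plate SD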
Numbers without * were called inactive; i = inactive; . = no result given; & = joins results of further samples. A portion of the library; count on the stated rates, not on these rows.

Each structure is followed by: INS promoter inh	sdo1 growth	sdo1 growth Rescue 24 h
1) COc1ccc(S(=O)(=O)N(C)CC(=O)O)c2ccccc12
    41	0	-0.08
2) CCOC(=O)c1[nH]c(C(=O)O)c(CCN(CC)CC)c1C
    -54	-0.22	-0.86
3) NC(=O)NC(=O)COC(=O)CCCc1c[nH]c2ccccc12
    64	0.57	0.29
4) Cc1cc(C)c2oc(C(=O)Nc3ccc(S(=O)(=O)N4CCCC(C)C4)cc3)cc(=O)c2c1 (stereo not given)
    -23	-0.92	-0.8
5) O=C(NCCO)c1nc2ccccc2s1
    -44	0.35	-0.04
6) O=S(=O)(Nc1nc2ccccc2nc1NCCO)c1cccc(Cl)c1
    .	1.4	1
7) CCN(CC)S(=O)(=O)c1cc(NC(=O)C(C)N2CCN(Cc3ccc4c(c3)OCO4)CC2)ccc1C (stereo not given)
    -46	1.2	0.6
8) O=C(CSc1nccn1-c1ccccc1)c1ccc(Br)cc1
    -12	-1.4	-0.62
9) C=CCc1cc(C=O)cc(OC)c1OCc1ccc(Cl)cc1
    -9	-0.86	-0.38
10) Cc1cc(C)nc(SCCCn2c(=O)[nH]c3ccccc32)n1
    .	-0.25	-0.88
11) C/C(N)=C(/C#N)C(=O)CSc1nn(-c2ccc(Cl)cc2)c(=S)s1
    -100	.	.
12) CCOC(=O)C1(P(=O)(c2ccc(Cl)cc2)c2ccc(Cl)cc2)CCC1
    -30	-1.4	-1.5
13) O=C1C2CC=C(Cl)CC2C(=O)N1c1ncn[nH]1 (stereo not given)
    -70	0.13	-0.2
14) CN1CCN(C(=O)C2CCCCC2C(=O)O)CC1 (stereo not given)
    .	0.32	0.29
15) CN1C2=C(C#N)C(c3ccccc3)(C(F)(F)F)NC(=O)N2c2ccccc21 (stereo not given)
    22	-0.97	-0.12

(listing goes on)
Each structure is followed by: INS promoter inh	sdo1 growth	sdo1 growth Rescue 24 h
16) CN(C(=O)C1CCOC1)c1nnc(C2CCOC2)s1 (stereo not given)
    .	-0.18	-0.25
17) O=c1ccn(Cc2ccc(F)cc2)c2ccnc(C(F)(F)F)c12
    .	1.4	1.4
18) O=C1OC(Nc2ccc(Br)cn2)c2ccccc21 (stereo not given)
    36	0.51	-1.1
19) NC1=NC2(CCCCCC2)n2c(nc3ccccc32)N1
    8	-0.2	-0.11
20) CCOC(=O)c1cccc2c(=O)c(C(=O)c3ccc(Cl)cc3)c(C(=O)OC)[nH]c12
    -52	0.92	0.96
21) CCOC(=O)C(NCc1ccccc1OC)(NC(=O)CC)C(F)(F)F (stereo not given)
    -79	0.12	-0.34
22) CN(Cc1ccco1)C(=O)Cn1nc(-c2ccc(Cl)cc2)ccc1=O
    -5	.	.
23) O=C(O)c1cc(S(=O)(=O)NCC2CCCO2)ccc1Cl (stereo not given)
    9	0.55	0.38
24) CCS(=O)(=O)N1CCN(C(=O)c2cc(OC)cc(OC)c2)CC1
    36	0.34	-0.56
25) CCc1nnc(NC(=O)Cc2ccc(OCc3c(C)noc3C)cc2)s1
    7	-0.32	-0.32
26) CCCN1C(=O)/C(=C\c2ccncc2)SC1=Nc1ccccc1
    18	-2	-1.3
27) CCCCN(C(=O)CSc1nnc2ccccn12)c1c(N)n(Cc2ccccc2)c(=O)[nH]c1=O
    .	-0.1	-0.26
28) O=C(CSCc1cnn(-c2ccccc2)c1-n1cccc1)NCc1ccc2c(c1)OCO2
    7	-0.03	1.3
29) Cc1oc(-c2ccccc2F)nc1CN1CCC(C(=O)NCCC2=CCCCC2)CC1
    .	0.71&-0.64	1.5&-0.43
30) Cc1cc(NC(=O)Nc2ccc(F)cc2F)n(C)n1
    -23	.	.

Fetched by compound from the list above, 3 records:
Each structure is followed by: INS promoter inh	sdo1 growth	sdo1 growth Rescue 24 h
27) CCCCN(C(=O)CSc1nnc2ccccn12)c1c(N)n(Cc2ccccc2)c(=O)[nH]c1=O
    .	-0.1	-0.26
17) O=c1ccn(Cc2ccc(F)cc2)c2ccnc(C(F)(F)F)c12
    .	1.4	1.4
21) CCOC(=O)C(NCc1ccccc1OC)(NC(=O)CC)C(F)(F)F (stereo not given)
    -79	0.12	-0.34

Additional entries.
Each structure is followed by: INS promoter inh	sdo1 growth	sdo1 growth Rescue 24 h
31) CCOc1cccc2c1OC1(C)CC2NC(=O)N1c1ccc(OC)cc1 (stereo not given)
    46	0.55	0.58
32) CC(=O)c1sc(NC(=O)C2COc3ccccc3O2)nc1C (stereo not given)
    .	-0.57	-0.91
33) CSc1nc(N(C)NC(=O)c2ccccc2)c2ccccc2n1
    -160	-0.36	0.45
34) CC(C)CNC(=O)c1noc2c1CCCC2
    10	-0.35	-0.85
35) O=C(Nc1nnc(-c2ccc(Cl)cc2)o1)c1ccc(N2C(=O)CCC2=O)cc1
    25	-0.56	-0.31
36) O=C(NCCc1ccccn1)c1cccc(S(=O)(=O)N2CCCCCC2)c1
    -31	-0.26	-0.36
37) O=C(c1ccccc1F)N1CCC(N2CCCCCC2)CC1
    39	0.08	-0.78
38) CC(=O)N1CCN(c2ccc(NC(=S)NC(=O)c3ccccc3)cc2)CC1
    -29	-0.48	-1.2
39) COc1cccc(/C=N/NC(=O)c2cc3cc([N+](=O)[O-])ccc3s2)c1O
    24	-0.02	0.53
40) CCNC(=S)N1CCc2cc(OC)c(OC)cc2C1COc1ccc(F)cc1 (stereo not given)
    17	.	.
41) O=C(Oc1ccc(Cl)cc1)c1ccc2nccnc2c1
    -7	-0.53	-0.67
42) CSc1nc2cc(Cl)ccc2s1
    36	-0.1	-0.56
43) CC(/C=N/n1c(-c2ccc(Cl)cc2)n[nH]c1=S)=C\c1ccco1
    .	-1.8	-1.2
44) CCOC(=O)N1CCN(CCC(=O)Nc2cccc(Br)c2)CC1
    46	0.73&0.98	0.96&1.2
45) O=c1c2c3c(sc2n(CCN2CCOCC2)c(=O)n1Cc1ccco1)CCCCC3
    .	-1.6	-1.3

Next part
Each structure is followed by: INS promoter inh	sdo1 growth	sdo1 growth Rescue 24 h
46) COc1cc(NC(=O)CN2CCN(c3ccccc3F)CC2)cc(OC)c1
    .	0.78	0.92
47) Cc1nc2c3cc(Cl)ccc3n(CCN3CCCCC3)c2s1
    -34	-0.15	1.4
48) Cc1cccc(NC(=S)NCc2ccco2)c1C
    -47	0.14	0.36
49) O=[N+]([O-])c1cc(S(=O)(=O)Nc2cccc(Cl)c2)ccc1N=Nc1c(O)[nH]c2ccccc12
    -12	.	.
50) CCCCCCCCc1nnc(NC(=O)c2ccco2)s1
    14	-1.1	-1.1
51) CCOC(=O)N1CCN(Cc2c(F)cccc2F)CC1
    0	0.22	-0.15
52) CCCNC(=O)c1cc2nc(-c3ccccc3)cc(C(F)(F)F)n2n1
    0	0.05	-0.01
53) CC(SCC(=O)NC(C)C1CC2CCC1C2)C(=O)O (stereo not given)
    33	0.31	-0.74
54) CCN1CCCC1CNC(=O)C(NC(=O)C1CCC(C)CC1)C(C)C (stereo not given)
    21	1.1	0.6
55) O=C(/C=C/c1ccc(S(=O)(=O)NCc2ccco2)cc1)NCc1ccccc1Cl
    .	-0.49	-0.76
56) Cn1ncc(Cl)c1C(=O)Nc1cccc(Cl)c1
    40	0.19	-0.99
57) CC1CCCCN1C(=O)c1ccc(COc2ccc([N+](=O)[O-])cc2)o1 (stereo not given)
    -380	-0.23	0.3
58) CC(C)NC(=O)c1cc2n(n1)C(C(F)(F)F)CC(c1ccco1)N2 (stereo not given)
    0	.	.
59) O=C(c1cc2c(s1)CCCC2)N1CCN(c2ccccc2)CC1
    -20	.	.
60) CC1CC(C)CN(S(=O)(=O)c2ccc(C(=O)NCc3ccc4c(c3)OCO4)cc2)C1 (stereo not given)
    .	-0.57	-0.62

Complete entries, looked up by structure.
NC1=NC2(CCCCCC2)n2c(nc3ccccc32)N1 across the screens: INS promoter inh = 8; sdo1 growth = -0.2; sdo1 growth Rescue 24 h = -0.11
Cn1ncc(Cl)c1C(=O)Nc1cccc(Cl)c1 across the screens: INS promoter inh = 40; sdo1 growth = 0.19; sdo1 growth Rescue 24 h = -0.99
C/C(N)=C(/C#N)C(=O)CSc1nn(-c2ccc(Cl)cc2)c(=S)s1 across the screens: INS promoter inh = -100; sdo1 growth = .; sdo1 growth Rescue 24 h = .

Remaining list, next part.
Each structure is followed by: INS promoter inh	sdo1 growth	sdo1 growth Rescue 24 h
61) O=C(CSc1nn(-c2ccc(F)cc2)c(=S)s1)N1CCN(C(=O)c2ccco2)CC1
    .	0.7	0.76
62) CCc1c(O)nc(SC2CC(=O)N(c3ccccc3)C2=O)[nH]c1=O (stereo not given)
    0	0.39	-0.02
63) COCCN(C(=O)c1ccco1)c1nnc(-c2ccc(OC)c(OC)c2)s1
    -69	-0.27	-0.31
64) CCN(CC)C(=O)CSc1nc2ccccc2c(=O)n1-c1ccccc1OC
    -20	0.18	-0.06
65) Cc1c(C=O)cnn1CCC(=O)O
    38	.	.
66) Cc1ccc2nc(NC(=O)CSc3nc4ccccc4o3)sc2c1
    -7	-0.31	-0.04
67) Cc1cc(Cl)ccc1OCC(=O)NCCCn1ccnc1
    0	0.85	0.75
68) CC(C)C(=O)N1CCN(c2ccccc2NC(=O)c2ccc(C#N)cc2F)CC1
    -43	.	.
69) CCc1ccc(N2CC(C(=O)NCc3ccco3)CC2=O)cc1 (stereo not given)
    -25	1.2	1.4
70) O=C(NCCCN1CCOCC1)/C(=C/c1ccc(F)cc1)NC(=O)c1ccccc1
    46	.	.
71) CN(C)c1nccc(NCc2ccccc2)c1C#N
    41	.	.
72) COCCNS(=O)(=O)c1ccc(OCC(=O)OC)c(Cl)c1
    9	1.5	1.4
73) O=C1CSC(=NC2CCCCC2)N1
    -90	-1.9	-1
74) O=C(Cn1nc(C(F)(F)F)c2c1CCC2)Nc1ccccc1C(F)(F)F
    i	1.1	1.3
75) CCC(=O)NCCCCCCCCCNC(=O)CC
    -13	0.75	-0.05

Other entries follow.
item | molecule | INS promoter inh | sdo1 growth | sdo1 growth Rescue 24 h
76 | Cn1cc(C(=O)N/N=C/C=C/c2ccccc2)ccc1=O | -3 | -0.19 | -1.2
77 | Cc1cccc(NC(=S)NCCN2CCOCC2)c1 | . | 0.07 | 0.02
78 | N#Cc1c(NC(=O)C2CC(c3ccccc3Cl)=NO2)sc2c1CCC2 (stereo not given) | . | -1.1 | -0.32
79 | CCOC(=O)c1sc(=S)n(-c2cccc(OC)c2)c1N | -19 | 0.83 | -0.24
80 | CN(CC(O)COc1ccccc1F)C1CCCCC1 (stereo not given) | 0 | . | .
81 | COC(=O)c1c(C)[nH]c(C(=O)C(C)Sc2nnc(-c3cc(OC)c(OC)c(OC)c3)o2)c1C (stereo not given) | . | -0.64 | -0.45
82 | Cc1n[nH]c(=O)nc1NCC1CCCO1 (stereo not given) | -6 | 0.97 | 0.63
83 | Cc1ccc(SCCC(=O)NCC2CCCO2)cc1 (stereo not given) | 33 | -0.39 | -0.08
84 | COc1ccc(-n2nc([N+](=O)[O-])c(=NCCc3ccc(Cl)cc3)n2O)cc1 | 0 | -1.1 | -0.02
85 | O=C(CCc1ccc(Oc2cc([N+](=O)[O-])cc([N+](=O)[O-])c2)cc1)Nc1cccc(Cl)c1 | 21 | -0.96 | -0.88
86 | CCCCNCCCOc1cccc(Cl)c1Cl | 3 | -0.08 | -1.1
87 | O=C1OCCC1Sc1nc2cc(Cl)ccc2s1 (stereo not given) | 13 | 0.31 | -0.32
88 | O=C(NCCN=C1NS(=O)(=O)c2ccccc21)c1ccncc1 | . | 0.44 | -0.16
89 | CC1CC(C)CN(Cc2nc(N)nc(Nc3ccccc3)n2)C1 (stereo not given) | -8 | 0.35 | 0.26
90 | Nc1ccccc1C#CCCCCO | 5 | 0.51 | 0.31
91 | CCOC(=O)c1c(NC(=O)C2CCCCC2C(=O)O)sc2c1CCCCC2 (stereo not given) | -26 | . | .
92 | N#C/C(=C\c1cn[nH]c1-c1ccc(Cl)cc1)C(=O)NC1CC1 | 79* | -0.04 | -0.38
93 | CC(Sc1nnc(Cc2cccs2)n1C1CCCCC1)C(=O)NCc1ccco1 (stereo not given) | -31 | -0.04 | 0.5
94 | Nc1nc(-c2cccnc2)nn1C(=O)COc1ccccc1 | -72 | 1.3 | 1.9
95 | CCN(c1ccc(NC(=O)CSc2nnc3nc(C)cc(C)n23)cc1)C(C)C | 9 | -0.01 | -0.2

Additional results follow:
item | molecule | INS promoter inh | sdo1 growth | sdo1 growth Rescue 24 h
96 | CC(C)(C)n1nc2c(c1NC(=O)c1cccs1)CS(=O)C2 (stereo not given) | -330 | 0.2 | -0.57
97 | N/C(=N\OC(=O)/C=C/c1ccccc1Cl)c1ccncc1 | 14 | . | .
98 | COc1ccccc1NC(=O)Cc1cccs1 | 10 | 0.01 | -0.47
99 | Cc1noc(NS(=O)(=O)c2ccc(N/C=C/C(=O)c3ccc4c(c3)OCO4)cc2)c1C | 33 | 1.6 | 2
100 | O=c1cc(-c2ccc(O)cc2)oc2ccc(O)cc12 | -43 | . | .
101 | COc1ccc(C(=O)NC(C(=O)NCC(=O)Nc2c(C)cccc2C)C(C)C)cc1 (stereo not given) | -30 | 1.1 | 1.2
102 | CCOC(=O)/N=C(/NC(=O)Nc1ccc(C(=O)OCC)cc1)OC | 8 | 1.9 | 1.2
103 | Cc1ccc(S(=O)(=O)NC(C)C(c2cccs2)N2CCOCC2)cc1 (stereo not given) | -14 | 0.06 | 0.4
104 | CCn1c(SCC(=O)NCCc2ccccc2)nc2c(c1=O)SC(C)C2 (stereo not given) | . | -0.65 | -0.99
105 | O=C(CS(=O)(=O)Cc1ccccc1)Nc1ncccn1 | -355 | 0.79 | 0.94
106 | CCCC(OC(=O)CN1C(=O)COc2ccccc21)C(=O)NC1CCCC1 (stereo not given) | . | 0.51 | 0.24

High-throughput results (PubChem BioAssay)
